From PubChem
MBD2 inh: inhibitors of MBD2 binding to methylated DNA, primary screen, biochemical, TR-FRET, DNA-binding domain, human | Methyl-CpG-binding domain protein 2 (Homo sapiens), Q9UBB5 | MBD2 binding to methylated oligonucleotide | inhibition, % at 4.4 µM | hit rate 0.31% among 370,000; in the data active means inhibition above about 13%
KLK7 zymogen act: proKLK7 zymogen activators, primary screen, biochemical, fluorescence intensity. Kallikrein-7 (Homo sapiens), P49862. purified proKLK7, EDANS-DABCYL substrate fluorescence; 100% is mature enzyme control, 0% vehicle. activation, % at 7 µM. hit rate 0.9% among 370,000;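 active means activation above the mean of all tested compounds plus 3 SD, computed per campaign excluding outliers beyond control limits, cut at about 13% in these data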
Target sequence (P49862 whole entry, looked up): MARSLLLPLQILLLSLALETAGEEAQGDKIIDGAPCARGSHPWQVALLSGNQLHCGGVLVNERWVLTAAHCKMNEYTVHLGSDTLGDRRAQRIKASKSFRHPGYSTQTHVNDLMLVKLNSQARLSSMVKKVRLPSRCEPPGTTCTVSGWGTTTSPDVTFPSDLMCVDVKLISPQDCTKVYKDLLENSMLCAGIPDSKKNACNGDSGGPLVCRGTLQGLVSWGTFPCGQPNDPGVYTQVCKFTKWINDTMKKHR
UHRF1 MBD2 ctr: UHRF1 methylated DNA binding inhibitors, primary screen, counter-screen for MBD2 inhibitor project, biochemical, TR-FRET, human UHRF1, single concentration; E3 ubiquitin-protein ligase UHRF1 (Homo sapiens), Q96T88; UHRF1 binding to methylated oligo; inhibition, % at 4.4 µM; hit rate 0.75% among 370,000; in the data active means inhibition above about 21%;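 further: UHRF1 SRA domain binding a hemimethylated CpG hairpin DNA probe; 0% = median of test compound wells and 100% = reference inhibitor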
Tn7 DDE FP: inhibitors of Tn7 peptide binding to fibrin DD(E), primary screen, biochemical, fluorescence polarization, human fibrin, Tn7 probe; FP displacement of FITC-Tn7 peptide from fibrin DD(E); 0% = median of compound wells per plate; inhibition, % at 8.3 µM; Fibrinogen beta chain (Homo sapiens), P02675; hit rate 0.13% among 370,000; AID 720508, 2013;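 active means inhibition above the mean of compounds falling within the control limits plus 3 SD of them, cut at about 14% in these data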;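 further: 0% = plate median of compound wells and 100% = 10 µM Aha-Tn7 peptide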
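Assay system: Human clot-derived fibrin DD(E) complex | Buffer or medium: Tris/NaCl/CaCl2 buffer, pH 7.8 | Repeats: One replicate per compound | Benchmarks: Aha-Tn7 high control | Measure: % inhibition scaled between sample-field median and high-control FP | Schedule: 10 min plus 3 h, room temperature | Signal: Fluorescence polarization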
ASAP1 inh: inhibitors of human ASAP1 ArfGAP activity, primary screen, biochemical, fluorescence polarization; Arf-GAP with SH3 domain, ANK repeat and PH domain-containing protein 1 (Homo sapiens), …; ASAP1-stimulated ARF1 GTP hydrolysis, GDP FP detection; inhibition, % at 16.5 µM; hit rate 0.19% among 360,000; AID 624377, 2012; in the data active means inhibition above about 25%;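 further: 0% = vehicle with enzyme and substrate and 100% = no enzyme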
PLCb3 inh: human PLC-beta3 inhibitors, primary screen, biochemical, fluorescence | Purified PLC-beta3, fluorogenic substrate | hit rate 0.18% among 370,000 | 1-phosphatidylinositol 4,5-bisphosphate phosphodiesterase beta-3 (Homo sapiens), Q01970 | inhibition, % at 12.2 µM; in the data active means inhibition above about 11%;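 further: 0% = median of compound wells on plate and 100% = full blocker control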
ADAM17 inh: ADAM17 inhibitors, primary screen, biochemical, QFRET | recombinant ADAM17, EDANS/DABCYL FRET peptide cleavage | inhibition, % at 6.95 µM | hit rate 0.83% among 370,000;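 active means inhibition above the mean of compounds lying between control limits plus 3 SD, set per campaign, cut at about 8.5% in these data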;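 further: 0% = DMSO-only wells as the low control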
Target sequence (P78536 215-824 limits assumed): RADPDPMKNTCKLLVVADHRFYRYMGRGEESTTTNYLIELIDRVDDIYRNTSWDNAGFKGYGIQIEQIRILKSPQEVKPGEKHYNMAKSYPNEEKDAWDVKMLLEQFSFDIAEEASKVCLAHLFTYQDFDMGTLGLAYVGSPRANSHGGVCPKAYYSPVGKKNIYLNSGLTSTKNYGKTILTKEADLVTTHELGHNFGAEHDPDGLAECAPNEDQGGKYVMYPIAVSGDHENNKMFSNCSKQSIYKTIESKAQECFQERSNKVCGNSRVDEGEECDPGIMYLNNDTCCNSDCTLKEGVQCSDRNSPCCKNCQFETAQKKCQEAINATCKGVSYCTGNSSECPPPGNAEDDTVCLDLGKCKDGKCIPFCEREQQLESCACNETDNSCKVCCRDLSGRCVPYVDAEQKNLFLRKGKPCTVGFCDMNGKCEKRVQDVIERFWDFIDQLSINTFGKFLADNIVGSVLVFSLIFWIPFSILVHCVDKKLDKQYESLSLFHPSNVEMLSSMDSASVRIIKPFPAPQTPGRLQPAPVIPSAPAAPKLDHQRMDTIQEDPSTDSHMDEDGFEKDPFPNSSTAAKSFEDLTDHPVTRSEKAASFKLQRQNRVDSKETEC
PLCg1 inh: PLC-gamma1 enzyme inhibitors, primary screen, biochemical, fluorescence, purified enzyme | hit rate 0.84% among 370,000 | fluorogenic substrate | inhibition, % at 12.2 µM | AID 720700, 2013; in the data active means inhibition above about 9.5%
Tn6 DDE FP: inhibitors of Tn6 peptide binding to fibrin DD(E), primary screen, biochemical, fluorescence polarization, human fibrin, Tn6 probe; Fibrinogen beta chain (Homo sapiens), P02675; inhibition, % at 8.3 µM; AID 720509, 2013; hit rate 0.21% among 370,000; Fibrin DD(E) TRITC-Tn6 fluorescence polarization displacement;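 active means inhibition above a per-campaign cutoff: mean of compounds within control limits plus 3 SD, cut at about 15% in these data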;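 further: 0% = median of all compound wells on the plate and 100% = blocking peptide control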
ARFGAP1 inh: inhibitors of rat ARFGAP1 GAP activity, primary screen, biochemical, fluorescence polarization, GDP tracer. ADP-ribosylation factor GTPase-activating protein 1 (Rattus norvegicus), Q62848. Arfgap1-stimulated ARF1 GTP hydrolysis, GDP FP detection. inhibition, % at 16.5 µM. hit rate 0.26% among 360,000;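 active means inhibition above a per-plate limit, mean inhibition of low control wells plus 3 SD, cut at about 25% in these data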;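 further: 0% = DMSO wells with enzyme and 100% = wells lacking Arfgap1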
Target sequence (Q62848 1-136 limits assumed): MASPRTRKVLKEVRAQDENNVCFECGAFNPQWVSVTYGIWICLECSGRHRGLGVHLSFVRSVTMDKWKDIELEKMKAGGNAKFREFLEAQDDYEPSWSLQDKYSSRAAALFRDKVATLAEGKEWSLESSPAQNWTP
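Assay system: Rat Arfgap1 GAP domain (His6, aa 1-136), purified enzyme | Buffer or medium: HEPES 25 mM pH 7.5, NaCl 150 mM, MgCl2, DTT | Schedule: GTP hydrolysis reaction 2 h at 25 °C | Signal: FP of antibody-bound GDP Alexa 633 tracer, ex 620/em 688 nm | Measure: Percent inhibition of Arfgap1-stimulated GTP hydrolysis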
* = called active by the depositor; . = not tested or not shown.

The opening two compounds (preview)
SMILES | MBD2 inh | KLK7 zymogen act | UHRF1 MBD2 ctr | Tn7 DDE FP | ASAP1 inh | PLCb3 inh | ADAM17 inh | PLCg1 inh | Tn6 DDE FP | ARFGAP1 inh
CC(C)(C)c1ccc(S(=O)(=O)N2CCCC2C(=O)N2CCN(c3ccccc3)CC2)cc1 (stereo unspecified) | 0 | -0.3 | 4 | 3 | . | -5 | -2 | -3 | -2 | .
CC(=O)NC(=O)COC(=O)/C=C/c1c(C)nn(Cc2c(Cl)cccc2Cl)c1Cl | -5 | 0.1 | 1 | 2 | 6 | 10 | 7 | 2 | 6 | 15

This part in full (from the top)
SMILES | MBD2 inh | KLK7 zymogen act | UHRF1 MBD2 ctr | Tn7 DDE FP | ASAP1 inh | PLCb3 inh | ADAM17 inh | PLCg1 inh | Tn6 DDE FP | ARFGAP1 inh
CC(C)(C)c1ccc(S(=O)(=O)N2CCCC2C(=O)N2CCN(c3ccccc3)CC2)cc1 (stereo unspecified) | 0 | -0.3 | 4 | 3 | . | -5 | -2 | -3 | -2 | .
CC(=O)NC(=O)COC(=O)/C=C/c1c(C)nn(Cc2c(Cl)cccc2Cl)c1Cl | -5 | 0.1 | 1 | 2 | 6 | 10 | 7 | 2 | 6 | 15
CCN1C(=O)[C@H]2[C@H]3CN=C(SCc4ccccc4)N3[C@@](CC)(C(=O)OC)[C@H]2C1=O | -4 | -0.8 | 3 | -1 | -2 | 6 | 1 | 3 | 2 | -12
O=C(Cc1cccs1)N/N=C/C=C/c1ccccc1 | -5 | -0.5 | -3 | 1 | -2 | 3 | -2 | 7 | -2 | -7
NS(=O)(=O)c1ccc(NC(=O)CCc2ccccc2)cc1 | 2 | -0.1 | -2 | 6 | 7 | -3 | -5 | 0 | -5 | -13
S=C1NC[C@H](c2ccccc2)N1CC1CCCCC1 | 0 | 0.2 | 3 | -4 | 2 | 4 | 0 | 6 | 5 | 6
Cn1c(=O)c2c(nc(SCCN3CCOCC3)n2Cc2cccc3ccccc23)n(C)c1=O | 1 | 0.4 | 2 | -4 | -5 | -4 | -1 | 2 | -6 | 6
Cc1ccc(S(=O)(=O)c2c(N)n(CCC(C)C)c3nc4ccccc4nc23)cc1 | -7 | -21 | -4 | 3 | 25* | -409 | -272 | -325 | -1 | 10
COc1ccc(CNCC(=O)Nc2ccccc2-n2cccc2)cc1 | 1 | 0.2 | 1 | 0 | 2 | -5 | -6 | 1 | -2 | 8
COc1ccc2[nH]c3c(c2c1)CCN1C(=O)C(CC(=O)NCCC2=CCCCC2)C[C@H](C(=O)N2CCCCC2)[C@@]31CCc1ccccc1 (stereo partly specified) | -1 | 0.2 | -1 | 0 | 0 | 0 | -3 | 0 | 0 | -2
Cc1cccc(N(C)C(=O)C2CCCN2S(=O)(=O)c2cccc3nsnc23)c1 (stereo unspecified) | -5 | -0.3 | 1 | 1 | -6 | 10 | 1 | 10* | 0 | 8
CCN(C[C@H]1N[C@@](C)(C(=O)OC)[C@H]2C(=O)N(Cc3ccccc3)C(=O)[C@@H]12)C(=O)NC(C)C | 2 | 0.3 | -2 | 9 | -2 | 4 | -1 | -2 | -1 | -5
CCOC(=O)c1ccc(NC(=O)Cn2nnc(-c3ccc(C)cc3)n2)cc1 | -1 | 0.1 | -1 | 1 | 5 | 2 | 0 | 3 | 5 | 9
O=C(Nc1ccc(Cl)cc1Cl)c1ccc2c(c1)OCCO2 | 3 | 0.1 | 5 | 2 | 3 | -2 | 5 | 8 | -2 | 8
Cc1ccc(S(=O)(=O)N2CCN(C(=O)COC(=O)CCOc3ccccc3C)CC2)cc1 | -5 | -0.2 | -3 | -10 | 3 | -1 | 0 | 1 | 0 | 11
CC(C)c1cccc(C(C)C)c1NC(=O)COC(=O)C1CCC1 | -3 | -0.8 | 0 | 11 | -3 | -2 | -2 | 0 | 6 | 8
CCOC(=O)c1nn(-c2ccccc2)c(C)c1C(C)=O | -2 | 0.2 | 3 | 8 | -3 | -2 | -2 | 1 | 7 | 11
Cc1ccc(CNC(=O)COC(=O)CSc2ccc(Br)cc2C)cc1 | -1 | -0.2 | 0 | -4 | -4 | -2 | 5 | 3 | -8 | 9
CCCC1=[N+](CC(C)=O)CCn2c(C)ccc21 | -2 | 1.8 | 3 | 2 | 14 | -72 | -39 | -51 | 8 | -8
CCCCN(CCCC)CCCNC(=O)CN1C(=O)COc2ccc(S(=O)(=O)N3CCC(C)CC3)cc21 | -1 | -0.3 | -1 | 3 | 0 | -3 | -1 | 2 | 3 | 3
Cc1ccccc1C(=O)NNC(=S)Nc1cccc(C(F)(F)F)c1 | 5 | -0.1 | 2 | -12 | 3 | 5 | 8.7* | 6 | 3 | -7
c1cc2c(cc1C1CCCCC1)c1c3n2CCCNC3CCC1 (stereo unspecified) | 1 | -0.3 | 0 | -2 | -2 | -22 | -3 | -16 | -5 | -8
Fc1ccccc1CNc1ccc(Cl)c(Cl)c1 | 1 | -0.2 | 25* | -6 | 11 | 0 | 2 | -1 | 7 | 15
c1ccc(Cc2nnc(-c3ccccc3)o2)cc1 | 2 | 0.4 | -3 | -2 | -13 | 2 | -2 | 0 | 0 | 6
NC(=O)c1ccsc1NC(=O)CSc1nncs1 | -6 | -0.2 | 2 | -3 | 3 | -7 | -1 | 1 | 1 | 3
O=C(N/N=C/C=C\c1ccccc1[N+](=O)[O-])c1cc(-c2ccccc2)nc2ccccc12 | 7 | 0.0 | 0 | -3 | 8 | -2 | 0 | -1 | 4 | 4
Fc1ccccc1/C=N/Nc1ccc(Cl)nn1 | 1 | 0.4 | -3 | -1 | 9 | -4 | 0 | -1 | 5 | 7
COC(=O)C1CCN(C(=O)COC(=O)c2cc(S(=O)(=O)N3CCOCC3)ccc2C)CC1 | 1 | 0.6 | -2 | -7 | -4 | -8 | -2 | -3 | -3 | 0
COC(=O)c1ccc2nc(-c3ccc(F)cc3)c(CC3CCCCC3)n2c1 | 5 | 0.0 | 20 | -7 | 16 | -26 | -7 | -15 | 4 | -2
C=C(C)CSc1nnc(-c2ccc(OC)c(OC)c2)n1N | 1 | -0.7 | 1 | 3 | -7 | 1 | -4 | -3 | 12 | 3

Sorted by number of heavy atoms (ascending): some entries from above
SMILES | MBD2 inh | KLK7 zymogen act | UHRF1 MBD2 ctr | Tn7 DDE FP | ASAP1 inh | PLCb3 inh | ADAM17 inh | PLCg1 inh | Tn6 DDE FP | ARFGAP1 inh
CCCC1=[N+](CC(C)=O)CCn2c(C)ccc21 | -2 | 1.8 | 3 | 2 | 14 | -72 | -39 | -51 | 8 | -8
c1ccc(Cc2nnc(-c3ccccc3)o2)cc1 | 2 | 0.4 | -3 | -2 | -13 | 2 | -2 | 0 | 0 | 6
C=C(C)CSc1nnc(-c2ccc(OC)c(OC)c2)n1N | 1 | -0.7 | 1 | 3 | -7 | 1 | -4 | -3 | 12 | 3
c1cc2c(cc1C1CCCCC1)c1c3n2CCCNC3CCC1 (stereo unspecified) | 1 | -0.3 | 0 | -2 | -2 | -22 | -3 | -16 | -5 | -8
Cc1ccccc1C(=O)NNC(=S)Nc1cccc(C(F)(F)F)c1 | 5 | -0.1 | 2 | -12 | 3 | 5 | 8.7* | 6 | 3 | -7
COC(=O)c1ccc2nc(-c3ccc(F)cc3)c(CC3CCCCC3)n2c1 | 5 | 0.0 | 20 | -7 | 16 | -26 | -7 | -15 | 4 | -2
O=C(N/N=C/C=C\c1ccccc1[N+](=O)[O-])c1cc(-c2ccccc2)nc2ccccc12 | 7 | 0.0 | 0 | -3 | 8 | -2 | 0 | -1 | 4 | 4
CCCCN(CCCC)CCCNC(=O)CN1C(=O)COc2ccc(S(=O)(=O)N3CCC(C)CC3)cc21 | -1 | -0.3 | -1 | 3 | 0 | -3 | -1 | 2 | 3 | 3

More structures follow:
SMILES | MBD2 inh | KLK7 zymogen act | UHRF1 MBD2 ctr | Tn7 DDE FP | ASAP1 inh | PLCb3 inh | ADAM17 inh | PLCg1 inh | Tn6 DDE FP | ARFGAP1 inh
Brc1cccc(OCCN2CCc3ccccc3C2)c1 | 0 | -0.2 | -4 | -3 | 4 | -5 | 0 | 3 | 4 | -7
COCCNC(=O)C1CCCN(C(=O)Cc2cccc3ccccc23)CC1 (stereo unspecified) | -3 | -0.1 | 1 | 7 | -14 | 0 | -2 | 0 | 1 | 11
CC(=O)Nc1ccc(Nc2nc(C)nc3c2oc2ccccc23)cc1 | 1 | -117 | 1 | 5 | -1 | -81 | 0 | -65 | -2 | 7
COc1ccc(N2CC(C(=O)Nc3cc(C(F)(F)F)ccc3N3CCCC3)CC2=O)c(OC)c1 (stereo unspecified) | 2 | 0.2 | -3 | -4 | -1 | -3 | 0 | 0 | -6 | 10
Cc1ccsc1C(=O)Nc1nc2ccccc2[nH]1 | -1 | -1.5 | 2 | 0 | -3 | -3 | 2 | -2 | -5 | -7
C=CCn1cc(C(=O)N2CCN(CC)CC2)c(=O)c2cc(S(=O)(=O)N(CC)CC)ccc21 | -3 | -0.3 | 0 | 2 | 5 | 0 | -4 | 1 | 4 | -3
CCOP(=O)(OCC)C(Nc1ccc(C(=O)O)cc1)c1ccccc1 (stereo unspecified) | 0 | 0.5 | -1 | -4 | 4 | -7 | -2 | -1 | 0 | 15
CCOc1ccc(-n2c(SCC(=O)Nc3ccc(S(=O)(=O)Nc4cc(C)nc(C)n4)cc3)nnc2-c2cccc(C)c2)cc1 | -4 | 0.2 | 0 | -14 | . | 3 | 3 | 2 | -5 | .
C[C@H]1CN([C@@H](C)CO)C(=O)CCCn2nncc2CO[C@H]1CN(C)S(=O)(=O)c1ccccc1 | 3 | -0.2 | 4 | 4 | -3 | -6 | -5 | -4 | 7 | -3
